Compound activity: PubChem, several laboratories
PfHsp90 set2: reduces growth (ATP signal) of yeast expressing P. falciparum Hsp90; 310,000 tested, 0.32% active; S. cerevisiae expressing PfHsp90, BacTiter-Glo ATP, 48 h; yeast lacking PDR1 and PDR3 efflux regulators; inhibition, % at 9.4 µM;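 active means every replicate shows inhibition above about 80%, whatever the replicate mean, limit read from the data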;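 further: 0% = DMSO neutral controls and 100% = 20 µM radicicol positive controls; yeast relying on Plasmodium falciparum Hsp90 in place of its own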
NSD2 HMT inh: NSD2 (human) methyltransferase inhibition. O96028. NSD2 peptide methylation, AlphaScreen, 120 min. inhibition, % at 12.5 µM. 310,000 tested, 0.54% active. AID 743445; in the data active means inhibition above about 50%
dFosB act: mouse delta FosB homodimer activation | P13346 | purified delta FosB, TAMRA-CDK5 oligo fluorescence polarization; percent of positive-control signal above neutral wells | activation, % at 25 µM | 340,000 tested, 0.99% active;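 active means mean activation above about 17%, with every replicate also reaching it, limit read from the data, passing the limit was not always enough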;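 further: fluorescence polarization rise as delta FosB binds a TAMRA Cdk5 AP-1 oligo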
Target sequence (P13346 whole entry, looked up): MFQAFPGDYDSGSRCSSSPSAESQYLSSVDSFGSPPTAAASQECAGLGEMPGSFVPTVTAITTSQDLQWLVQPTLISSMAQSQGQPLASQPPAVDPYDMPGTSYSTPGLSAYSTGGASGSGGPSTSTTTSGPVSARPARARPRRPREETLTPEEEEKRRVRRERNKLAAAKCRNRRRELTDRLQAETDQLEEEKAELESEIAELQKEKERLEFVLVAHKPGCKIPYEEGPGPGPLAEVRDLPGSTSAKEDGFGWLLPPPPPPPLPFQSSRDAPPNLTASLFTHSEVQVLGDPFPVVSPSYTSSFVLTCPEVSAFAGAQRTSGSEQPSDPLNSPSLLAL
RTF Ca sens inh: cardiac RTF calcium desensitization; IANBD-labeled cardiac RTF, Ca2+ fluorescence; inhibition, % at 7.15 µM; 340,000 tested, 0.12% active;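 active means inhibition above the mean inhibition of all tested compounds plus 3 SD, cut at about 17% in these data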;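 further: assay run at fixed EC70 calcium of 1.6 mM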
LANA DNA inh: KSHV C-LANA DNA binding inhibition | MBP-C-LANA/FAM-LBS DNA binding, fluorescence polarization | inhibition, % at 9 µM | 340,000 tested, 0.078% active;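 active means highest replicate inhibition at or above 60% at 9 µM, even if other replicates fall short; inactive means all replicates below 60% inhibition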;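 further: 0% = neutral control wells and 100% = 4 µM acridine orange control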
Keap1 Nrf2 FP: inhibitors of human Keap1-Nrf2 protein-protein interaction | 340,000 tested, 0.15% active | AID 504523 | Keap1 Kelch-Nrf2 peptide fluorescence polarization, 1536-well | Q14145 | inhibition, % at 9.4 µM; in the data active means inhibition above about 12%;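 further: human Keap1 Kelch domain with fluorescein labeled Nrf2 9mer peptide probe; 0% = neutral control wells and 100% = peptide positive control; higher means more block of Keap1 binding to Nrf2 peptide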
Rtt109 Vps75: inhibitors of Candida albicans Rtt109/Vps75 histone acetyltransferase | Q5AAJ8 | purified Rtt109/Vps75, ThioGlo CoA-SH fluorescence, 4 h | inhibition, % at 34.9 µM | 330,000 tested, 0.16% active;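 active means inhibition of at least 50% in every replicate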
CDK5 inh: CDK5/p35 (human) kinase inhibition. inhibition, % at 10 µM. AID 488839. Recombinant CDK5/p35, ADP-Glo luminescence, 60 min. 330,000 tested, 0.01% active. Q00535+Q15078;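 active means highest replicate inhibition of at least 50% and at least 75% of replicates reaching 50%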;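 further: plate controls were DMSO neutral control for no effect and GW8510 at 10 µM for full effect; many of its hits are not listed in these tables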
Target sequence (Q00535 whole entry, looked up): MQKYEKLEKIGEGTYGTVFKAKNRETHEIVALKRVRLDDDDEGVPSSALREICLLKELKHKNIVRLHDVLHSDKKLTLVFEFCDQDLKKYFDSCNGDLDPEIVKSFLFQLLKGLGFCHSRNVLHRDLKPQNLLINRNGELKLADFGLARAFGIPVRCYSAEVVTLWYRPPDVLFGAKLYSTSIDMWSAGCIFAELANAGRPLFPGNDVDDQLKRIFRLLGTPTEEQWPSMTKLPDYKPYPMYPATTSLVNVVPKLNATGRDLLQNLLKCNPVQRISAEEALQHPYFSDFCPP
Target sequence (Q15078 whole entry, looked up): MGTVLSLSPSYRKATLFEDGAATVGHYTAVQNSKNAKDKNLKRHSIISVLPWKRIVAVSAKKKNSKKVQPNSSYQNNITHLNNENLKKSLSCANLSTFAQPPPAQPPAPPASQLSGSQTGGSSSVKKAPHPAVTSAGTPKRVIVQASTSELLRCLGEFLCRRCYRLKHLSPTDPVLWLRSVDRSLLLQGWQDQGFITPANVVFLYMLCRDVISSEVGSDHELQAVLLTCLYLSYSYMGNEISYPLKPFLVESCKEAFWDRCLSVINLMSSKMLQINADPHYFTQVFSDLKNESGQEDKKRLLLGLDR
RTF Ca sens act: increases calcium sensitivity of human cardiac regulated thin filaments; AID 493008; activation, % at 7.2 µM; P19429+P45379; IANBD-labeled TnC RTF fluorescence at EC20 calcium; 0% EC20 calcium, 100% full calcium; 340,000 tested, 0.24% active;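 active means activation above the mean over all tested compounds plus 3 SD, cut at about 30% in these data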;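 further: rise in fluorescence read as greater calcium sensitivity of cardiac thin filaments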
Mot1-301 SUMO: SUMOylation pathway inhibition by Mot1-301 growth rescue; S. cerevisiae Mot1-301 growth rescue, ATP luminescence, 38.5C; percent above DMSO median, 100 means doubled; growth rescue, % at 18.8 µM; 320,000 tested, 1% active; AID 2716;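 active means every valid replicate shows activation above 250% relative to neutral control wells; inactive means the rest, any valid replicate at or below 250%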;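 further: OY570 slx delta 5 strain wells were the positive control but not used for scaling; some compounds called inactive have numbers as strong as hits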
PvdQ acylase: P. aeruginosa PvdQ acylase inhibition; purified PvdQ acylase, fluorescence plate reader; inhibition, % at 10 µM; 340,000 tested, 0.063% active; in the data active means inhibition above about 30%, passing the limit was not always enough;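 further: 0% = vehicle neutral wells and 100% = reference inhibitor wells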
* = called active by the depositor; · = not tested or not shown. Hits appear at their usual frequency (roughly 3.2% active in at least one column).

SMILES | PfHsp90 set2 | NSD2 HMT inh | dFosB act | RTF Ca sens inh | LANA DNA inh | Keap1 Nrf2 FP | Rtt109 Vps75 | CDK5 inh | RTF Ca sens act | Mot1-301 SUMO | PvdQ acylase
O=C(Nc1cccc([N+](=O)[O-])c1)c1cc(S(=O)(=O)N2CCOCC2)cs1 | -17.9 | 0.1 | -14.2 | 2.6 | 0.8 | -5.0 | 5.1 | -1.8 | -3.7 | -1.2 | -2.8
Cn1c(=NC(=O)C2CC2)sc2cccc(F)c21 | -17.8 | · | -7.7 | -1.8 | 2.9 | -3.3 | -11.9 | -1.2 | -4.3 | 5.6 | -1.8
Cc1noc(C)c1CSCC(=O)Nc1cc(S(=O)(=O)N2CCCCC2)ccc1OC(C)C | 33.2 | -0.2 | -13.0 | -4.5 | -1.3 | -2.9 | -1.2 | -0.8 | -6.8 | 295.4 | -4.5
Cc1cccc(-n2ccnc2SCC(=O)Nc2ccc3c(c2)OCCO3)c1 | 23.6 | 10.2 | -5.5 | -7.2 | -0.4 | 1.8 | 4.7 | 2.2 | -0.6 | -4.7 | -10.2
O=C(N/N=C/C=C\c1ccccc1[N+](=O)[O-])c1ccccn1 | -1.9 | -8.1 | -0.2 | -3.2 | 0.2 | -3.2 | -0.9 | 0.9 | -7.4 | · | -7.6
Cc1cc(C)n(-c2nnc(C)n2/N=C/c2ccccc2F)n1 | -17.4 | 0.9 | 7.0 | -2.3 | -1.3 | -9.3 | -2.4 | -1.7 | 1.1 | 8.3 | -5.6
O=C(c1ccc(F)cc1)c1cc2ccccc2o1 | -3.0 | · | -3.7 | -4.7 | 1.3 | 3.6 | 8.7 | 0.1 | 3.8 | 15.5 | 2.7
CCc1cc2c(NCC3CCCO3)ncnc2s1 (centres undefined) | -12.3 | 2.0 | 6.9 | -6.7 | -2.5 | -1.2 | 2.4 | 0.5 | 0.3 | -3.0 | -13.9
COc1ccccc1C1CC(c2ccc(F)cc2)Nc2ncnn21 (centres undefined) | -30.0 | -2.0 | 2.5 | -0.9 | 0.4 | -3.0 | -2.0 | 0.6 | 3.8 | 7.3 | 3.3
Cn1c(=O)cc(SCC(=O)NCc2ccc(F)cc2)c2ccccc21 | 19.9 | -3.4 | 1.3 | -3.1 | -0.2 | 0.8 | -10.3 | -1.8 | -2.0 | 1.1 | -2.7
COC(=O)c1cccc(NC(=O)Nc2ccc(Cl)c(Cl)c2)c1 | -5.9 | -2.5 | -11.2 | -1.3 | -0.4 | -5.3 | -7.0 | 0.5 | -3.0 | 26.0 | -13.2
CCN(CC)C(=O)C1CCCN(Cc2ccc(F)c(F)c2)C1 (centres undefined) | 1.4 | 19.3 | -1.3 | 3.4 | 1.0 | -10.0 | -7.1 | -2.1 | 4.4 | 14.3 | 1.2
O=C1CCC/C(=N\NC(=O)NC2CCCCC2)C1 | · | -0.5 | -12.0 | -7.0 | -1.5 | 0.7 | -2.1 | -1.7 | -0.9 | -14.5 | -14.3
O=C(N/C=C\c1ccccc1)NCc1ccc(Cl)cc1Cl | -11.1 | 3.5 | -9.0 | -9.5 | 0.4 | -4.5 | 4.9 | 0.1 | 1.8 | -5.2 | -17.2
C=CCSc1nc2ccccc2c(=O)[nH]1 | 2.8 | · | -1.7 | -6.1 | -0.5 | 3.3 | 11.4 | 0.2 | 0.0 | 6.1 | -9.6
COc1ccc(S(=O)(=O)N2CCC(NC(=O)C3CCCCC3)CC2)cc1 | 17.2 | -0.6 | -0.2 | -4.0 | -1.2 | -8.7 | -5.9 | 0.2 | 1.6 | 3.8 | -12.4
CCOc1cc(/C=C2\C(=N)N3N=C(S(=O)(=O)CC)SC3=NC2=O)ccc1OC(=O)c1ccco1 | -7.8 | 28.9 | -11.4 | -3.0 | -8.9 | -4.6 | 17.7 | -0.7 | 1.4 | 11.8 | 2.6
COCCOC(=O)c1c(C)oc2ccc(OS(C)(=O)=O)cc12 | 10.7 | -1.1 | -4.8 | -5.8 | -0.5 | 5.3 | 7.2 | -1.2 | 0.1 | 5.3 | -9.3
CC(CNC(=O)COc1ccc2c(c1)OCO2)c1ccccc1 (centres undefined) | 9.1 | 6.8 | -15.4 | -4.3 | -0.9 | 0.4 | -0.1 | -1.3 | -2.1 | 31.7 | -10.4
O=C(Nc1ccc(F)cc1)N1CCN(CCc2ccccc2)CC1 | -14.9 | -0.2 | -7.0 | -0.6 | -0.6 | 6.6 | 9.3 | 0.4 | 0.8 | 378.1 | 10.2
CC(Nc1nc(N2CCN(S(C)(=O)=O)CC2)nc2ccccc12)c1ccccc1 (centres undefined) | 29.7 | -1.1 | -2.1 | 3.7 | -2.5 | -3.3 | 8.9 | 2.1 | 5.5 | 0.2 | -12.4
CC(C)(C)OC(=O)N1CC2Cc3[nH]c(=O)ccc3C(C2)C1 (centres undefined) | -4.2 | 0.9 | 2.9 | -8.1 | -1.2 | -1.0 | 4.7 | -1.8 | -3.7 | 4.6 | 8.3
CC(C)(C)CC(=O)Nc1cccc(-c2cn3cccnc3n2)c1 | 14.8 | 1.1 | -8.0 | -2.3 | 1.5 | 0.2 | -25.7 | 1.6 | -4.8 | -1.4 | -7.7
COc1ccc(C2CC(c3cccs3)=NN2C(=O)CSC2=NN3CCCC(=O)N=C3S2)cc1 (centres undefined) | -3.5 | · | -12.4 | -3.9 | 0.1 | 0.5 | -17.3 | -0.3 | 3.0 | 7.4 | -11.7
CCCCn1c(N)c(N(CCOC)C(=O)C(C)Oc2ccc(Cl)cc2)c(=O)[nH]c1=O (centres undefined) | -5.8 | -0.1 | 0.9 | -1.3 | 1.2 | 7.0 | -1.6 | -0.4 | 0.4 | -10.1 | -6.3
N#CCOC(=O)c1sccc1-n1cccc1 | 17.1 | 2.7 | -8.2 | -7.7 | 1.3 | 2.1 | 9.4 | 0.5 | -1.3 | 11.3 | -7.5
CCOc1ccccc1N1CCN(C(=O)Nc2cccc(Cl)c2)CC1 | · | 4.4 | -1.4 | -30.5 | -0.5 | -2.9 | -17.4 | 0.6 | 3.2 | 7.7 | -17.6
CCOc1cccc2cc(C(=O)Oc3ccc(OC)cc3)c(=O)oc12 | -1.5 | -3.9 | -8.8 | -4.9 | 1.0 | 1.0 | -2.7 | 1.3 | -2.3 | 15.3 | -5.8
Cc1cccc(NC(=O)COn2nnc3ccc(S(C)(=O)=O)cc32)c1 | · | -0.3 | -14.8 | -5.1 | -0.6 | -1.2 | -5.4 | 0.9 | 0.1 | -4.2 | -11.7
CCOC(=O)C1Oc2ccccc2C(C(=O)OC)=C1C(=O)OC (centres undefined) | -10.3 | · | -6.8 | -6.3 | -0.6 | -0.3 | -1.5 | 2.3 | -0.4 | · | -12.0
CCOC(=O)c1ccccc1NC(=O)C1CC(=O)N(c2ccccc2)C1 (centres undefined) | -6.7 | 1.3 | -5.5 | -15.4 | -0.1 | -1.4 | -4.6 | -0.8 | -4.8 | -1.6 | 22.0
Cc1ccc(S(=O)(=O)N2CCCCC2)cc1C(=O)OC(C)C(=O)NC1CCCCC1C (centres undefined) | -7.6 | -1.1 | -3.3 | -14.5 | 1.5 | 0.6 | 6.2 | 1.2 | -7.3 | · | -8.4
CC1CC(C)CN(C2CCCCC2NS(=O)(=O)c2ccc(Cl)cc2)C1 (centres undefined) | -11.1 | -1.9 | 0.5 | -3.1 | 0.3 | 0.0 | 12.5 | 2.4 | -2.9 | -12.7 | 9.2
COc1ccc(Nc2c3c(nc4ccccc24)CCC3)c(OC)c1 | -15.6 | 4.1 | -3.3 | -7.4 | 0.3 | -7.9 | 0.3 | 0.5 | 6.1 | 21.2 | -20.9
Cc1cccc(-c2nc3c(c(SCC(=O)N4CCOCC4)n2)COC(C)(C)C3)c1 | 6.8 | 0.1 | -5.0 | -5.9 | -0.7 | -2.0 | -0.8 | · | 3.9 | -13.2 | -9.1
Cc1ccc(C)c(OCCC(=O)OCC(=O)N2c3ccccc3NC(=O)C2(C)C)c1 | 4.1 | 5.4 | -10.5 | -2.9 | -0.6 | -4.0 | 5.1 | -0.3 | 5.2 | -2.9 | -14.9
CC12CCC(C(=O)Nc3c(Cl)cccc3Cl)(C(Br)C1=O)C2(C)C (centres undefined) | -13.2 | 20.8 | 3.0 | -7.1 | -0.1 | -4.5 | 6.4 | -3.4 | 4.8 | 6.9 | -10.1
Cc1cc(C)cc(NS(=O)(=O)CCCS(=O)(=O)Nc2cc(C)cc(C)c2)c1 | -43.9 | -1.4 | -15.1 | -5.4 | -0.5 | -4.7 | -3.2 | -0.8 | 2.6 | · | -15.4
CCNc1nc(NC(C)C)nc(OCCOC(=O)c2ccccc2)n1 | -4.9 | 0.6 | -9.1 | -7.7 | 2.0 | -9.3 | -4.1 | -1.0 | 0.1 | 12.4 | -0.1
CCc1ccc(NC(=O)CSc2nnc(C3CC3)n2CC2CCCO2)cc1 (centres undefined) | -8.5 | -5.0 | -0.1 | -14.0 | -1.6 | -1.6 | 7.9 | 0.5 | -4.1 | -16.0 | -5.9
Cc1sc(NC(=O)/C=C/c2ccc(C(C)C)cc2)c(C#N)c1C | -15.2 | -1.6 | 0.1 | -7.8 | -0.7 | -5.3 | -3.1 | -3.5 | -0.8 | -21.4 | -20.4
CCOc1ccc(C(=O)NCCc2cnc[nH]2)cc1 | 9.9 | -1.9 | -5.0 | -4.3 | -0.7 | -2.9 | · | -1.1 | 0.9 | 8.6 | -11.4
CCOc1cc(S(=O)(=O)NCc2ccccn2)ccc1Cl | 10.9 | -0.8 | 1.2 | -4.9 | 0.2 | 2.1 | 2.9 | -1.3 | 2.6 | 5.6 | 6.5
Cc1cc(NC(=O)COC(=O)CNC(=O)c2cccs2)c([N+](=O)[O-])cc1C | -0.8 | 0.1 | 0.9 | -3.4 | 0.0 | -4.1 | -4.9 | 1.6 | -2.9 | 4.4 | 0.7
O=C(NCc1ccc2c(c1)OCO2)C1CCCN1C(=O)Nc1cccc(F)c1 (centres undefined) | 11.0 | 0.2 | 7.5 | 4.5 | 0.6 | -8.4 | -2.3 | -1.1 | 4.9 | -30.9 | -13.2
COc1cccc(CN(C)C(=O)c2cc(-c3ccc(OC)c(OC)c3)nc3ccccc23)c1 | -5.7 | -5.5 | -21.1 | -0.5 | 0.1 | 3.1 | 18.5 | -0.7 | -3.6 | 83.9 | 7.0

A second format for some results above:
molecule,PfHsp90 set2,NSD2 HMT inh,dFosB act,RTF Ca sens inh,LANA DNA inh,Keap1 Nrf2 FP,Rtt109 Vps75,CDK5 inh,RTF Ca sens act,Mot1-301 SUMO,PvdQ acylase
COC(=O)c1cccc(NC(=O)Nc2ccc(Cl)c(Cl)c2)c1,-5.9,-2.5,-11.2,-1.3,-0.4,-5.3,-7.0,0.5,-3.0,26.0,-13.2
CCN(CC)C(=O)C1CCCN(Cc2ccc(F)c(F)c2)C1 (centres undefined),1.4,19.3,-1.3,3.4,1.0,-10.0,-7.1,-2.1,4.4,14.3,1.2
